From PubChem
Myeloid diff MLP – induction of myeloid progenitor differentiation, primary screen, cell-based, flow cytometry, MLPCN library; ER-HoxA9 myeloid progenitors, lysozyme-GFP differentiation; calls only at 10 µM; actives 1% (n = 360,000); AID 624256, 2012;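 active means normalized GFP-positive differentiation at or above the plate's own cutoff, the solvent-only control mean plus 3 SD; inconclusive means no clear call, values can overlap the other calls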;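 further: cells exposed to compound for four days before flow analysis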
Myeloid diff MLP GFP+ MAC1+ % – further read-out of Myeloid diff MLP, marked with its call; GFP+ MAC1+ double positive, %; measured here: differentiation confirmed by MAC1 staining
Active calls of the source: *; i = inactive; ? = inconclusive; . = not tested or not shown.

item | smiles | Myeloid diff MLP | Myeloid diff MLP GFP+ MAC1+ %
1 | C#CCOCCOCCOCCNc1nc(N2CCN(C(=O)[C@H](CCCN=C(N)N)n3cc(C(N)[C@@H](C)CC)nn3)CC2)nc(N2CCN(C(=O)[C@H](CCC(=O)O)n3cc([C@@H](N)CCCCN)nn3)CC2)n1 (some centres not stated) | i | 2.3
2 | Cc1ccc(S(=O)(=O)N(C)C[C@@H]2OCc3cn(nn3)CCCC(=O)N([C@H](C)CO)C[C@H]2C)cc1 | i | 0.6
3 | CCN(C(=O)c1ccc(S(=O)(=O)N2CCCC2)cc1)C1CCS(=O)(=O)C1 (configuration not stated) | i | 0.8
4 | COc1ccccc1NC(=O)N(C)C[C@@H]1OCc2cnnn2CCCC(=O)N([C@@H](C)CO)C[C@H]1C | i | 1.2
5 | CCCCNC(=O)c1nc(C2CCN(S(=O)(=O)c3ccccc3)CC2)oc1-c1cccc(C(F)(F)F)c1 | i | 1.1
6 | CCN1C(=NCCOC)N[C@@H](c2ccccc2)[C@H](C(=O)OC)[C@H]1C | i | 2.1
7 | CN(C(=O)COC(=O)c1ccc2c(c1)OCO2)C1CCCCC1 | i | 0.5
8 | CC1CCC2(CC1)NC(=O)N(CC(=O)NCCc1ccccc1)C2=O (configuration not stated) | i | 0.6
9 | O=C(COC(=O)COc1cccc(C(F)(F)F)c1)NC(=O)NC1CCCCC1 | i | 1.1
10 | CCCN(Cc1nnc(-c2ccccc2Cl)o1)C(=O)c1oc2ccccc2c1C | i | 1.4
11 | COc1ccccc1OCCSc1nc2ccccc2n1CC(=O)O | i | 0.4
12 | Cc1ccsc1C(=O)OCC(=O)NC1CCCCC1C (configuration not stated) | i | 0.2
13 | CCOc1ccc(NS(=O)(=O)c2cc(C(=O)N3CCC3)ccc2Cl)cc1 | i | 0.6
14 | OC[C@@H]1CN(C2CCCC2)C[C@H](n2cnc3c(NC4CCC4)ncnc32)O1 | i | 0.1
15 | O=S1(=O)N=C(c2ccccc2)c2ccccc21 | i | 0.5
16 | COc1ccc(C(CNC(=O)CSc2ccc(Br)cc2C)N2CCOCC2)cc1 (configuration not stated) | i | 1.1
17 | C[C@H](NC(=O)c1nc[nH]c1C(=O)NCc1ccc(CNC(=O)OC(C)(C)C)cc1)c1ccccc1 | i | 1.7
18 | O=C(Nc1cc(C(F)(F)F)ccc1N1CCOCC1)C1CCCO1 (configuration not stated) | i | 0.8
19 | C[C@H](CO)N1C[C@H](C)[C@H](CN(C)C(=O)Nc2ccc(F)cc2)OCc2cnnn2CCCC1=O | i | 0.6
20 | O=C(/C=C/[C@H]1O[C@@H](n2cnc3c(NC(=O)c4ccccc4)ncnc32)[C@H](O)[C@@H]1O)NCc1ccccc1 | i | 0.2
21 | NC(=O)Nc1ccc(C(=O)OCC(=O)N2CCCC2=O)cc1 | i | 0.6
22 | Cc1ccc(CNC(=O)c2ccc(S(=O)(=O)N3CCCCCC3)cc2)cc1 | i | 0.5
23 | COc1cc2c(cc1OC)CN(C(=O)CN1C(=O)c3ccc([N+](=O)[O-])cc3C1=O)CC2 | i | 0.2
24 | CC(C)C[C@@H](CN)NC(=O)c1nc[nH]c1C(=O)N[C@@H](C)C(=O)CNC[C@H](CC(C)C)NC(=O)c1nc[nH]c1C(=O)N[C@@H](Cc1ccccc1)C(=O)O | i | 0.5
25 | COc1cc(C(C)=O)ccc1OCC(=O)Nc1cc(C)on1 | i | 0.5
26 | Nc1ccn(C2CCCCO2)c(=O)n1 (configuration not stated) | i | 1.1
27 | COc1ccc(Cl)cc1NC(=O)CN(C)C(=O)C1COc2ccccc2O1 (configuration not stated) | i | 0.4
28 | CCN(Cc1ccccc1)C(=O)c1cccc(S(=O)(=O)N2CCN(c3ccc(F)cc3)CC2)c1 | i | 2.3
29 | O=C1OC[C@@H]2CCCN2C(=O)[C@H](CC(=O)N(CCO)Cc2ccccc2)C/C=C\C[C@H]1Cc1ccc(F)cc1 | i | 0.4
30 | CCC(=O)NC(C)c1cc(Cl)c2cccnc2c1O (configuration not stated) | i | 1.5
31 | CC(C)C1C(=O)N(Cc2cn(CC3CCCCC3)nn2)CCS(=O)(=O)N1Cc1ccc(-c2ccc(F)nc2)cc1 (configuration not stated) | i | 1.9
32 | CCCCCCSc1ccc([C@@H]2[C@H]3C(=O)N(CC)C(=O)[C@H]3[C@]3(C(=O)OC)CCCN23)cc1 | i | 0.5
33 | O=C1CCC[C@@H]2[C@H](Cc3ccccc3)[C@@H](O)C[C@@H]3CCN1[C@@H]32 | i | 2.3
34 | CCCCNC(=O)[C@@H]1CCCN1S(=O)(=O)c1cccc2cccnc12 | i | 0.2
35 | CCN(CC)C(=O)[C@H]1C[C@H](CC(=O)NC(C)(C)C)C(=O)N2CCc3c([nH]c4cc(CCC(=O)N(C)C)ccc34)[C@]12C | ? | .
36 | C#CCOCCOCCOCCNc1nc(N2CCN(C(=O)CCCCCCCCCCNC(=O)Cn3cc(CCCCCN)nn3)CC2)nc(N2CCN(C(=O)CCCCCCCCCCNC(=O)Cn3cc(CCCCCN)nn3)CC2)n1 | i | 1.4
37 | COc1ccccc1NS(=O)(=O)c1ccc(C(=O)N2CCCCCC2)cc1 | i | 0.6
38 | O=C(CC1CCCC1)Nc1ccc(Cl)c(S(=O)(=O)N2CCOCC2)c1 | i | 0.9
39 | CCOC(=O)C1=CNS(=O)(=O)NC1c1ccc(C(F)(F)F)cc1 (configuration not stated) | i | 0.0
40 | Cc1ccc(S(=O)(=O)N2CCC(=O)N([C@H](COCc3cccc(C(F)(F)F)c3)C(C)C)CC2)cc1 | i | 1.3
41 | CC(=O)Nc1ccc(NC(=O)C(C)OC(=O)CCC2CCCC2)cc1 (configuration not stated) | i | 0.3
42 | Cc1ccc(S(=O)(=O)N2[C@@H](CO)CO[C@H]2CC(=O)c2cccs2)cc1 | i | 2.2
43 | COc1ccccc1NC(=O)N(C)C[C@@H]1OCc2cn(nn2)CCCC(=O)N([C@@H](C)CO)C[C@H]1C | i | 0.5
44 | COc1cc(NC(=O)CSc2nc(=O)n(CCCN3CCOCC3)c3c2CCC3)cc(OC)c1 | i | 0.2
45 | Nc1ncnc(N)c1NC(=O)c1cc(Cl)c(OCc2ccccc2)c(Cl)c1 | i | 0.5
46 | CC(C)(C)OC(=O)NCCCCCc1cn([C@@H](CO)C(=O)NCCCCCCCCCCC(=O)N2CCN(C(=O)OC(C)(C)C)CC2)nn1 | ? | .
47 | CCc1nc2ccc(C(=O)NCCCN3CCCC3=O)cn2c1N(C)CCC(C)C | i | 1.4
48 | CCc1ccc(OCC(=O)OCC(=O)NC2CCCC(C)C2C)cc1 (configuration not stated) | i | 0.9
49 | CCOC(=O)N1CCN(S(=O)(=O)CCNC(=O)c2ccc(OC)cc2)CC1 | i | 2.0
50 | Cc1nnc(NS(=O)(=O)c2ccc(F)cc2)s1 | i | 0.6
51 | Cc1ccc(OCC(=O)Nc2ccc(Cl)cc2)c([N+](=O)[O-])n1 | i | 1.1
52 | CCCc1c(C(=O)N/N=C/c2ccc(OCc3ccccc3)cc2)nnn1-c1nonc1N | i | 1.1
53 | CCOC(=O)N1CCN(C(=O)c2ccc(S(=O)(=O)Nc3ccc(C)cc3)cc2)CC1 | i | 1.1
54 | Cc1ccc(NC(=O)C2CCC2)cc1S(=O)(=O)N1CCCCCC1 | i | 0.8
55 | COc1cc(OC)cc(-c2c(-c3cccs3)c3cc(-c4ccc5cc[nH]c5c4)ccc3n2C)c1 | i | 1.2
56 | CCN(CC(=O)Nc1ccc2c(c1)OCCO2)C(=O)c1ccccc1Br | i | 0.9
57 | O=C(NCc1ccc(Cl)cc1)c1ccc(S(=O)(=O)N2CCCCC2)cc1 | i | 0.2
58 | C[C@H](CO)N1C[C@H](C)[C@@H](CN(C)S(=O)(=O)c2ccccc2)Oc2c(NC(=O)Nc3ccc4c(c3)OCO4)cccc2C1=O | i | 1.9
59 | O=C(C[C@H]1C(=O)N(C2CCCCC2)C[C@@H]1c1ccccc1)Nc1ccc(Br)cc1 | i | 0.5
60 | O=C(C[C@@H]1C/C=C\C[C@H](NC(=O)OCC2c3ccccc3-c3ccccc32)C(=O)OC[C@@H]2CCCN2C1=O)N[C@H](CO)Cc1ccccc1 | i | 1.7

Next part
item | smiles | Myeloid diff MLP | Myeloid diff MLP GFP+ MAC1+ %
61 | O=C(O)c1ccc(NC2OC[C@@H](O)[C@H](O)[C@H]2O)cc1 (some centres not stated) | i | 1.0
62 | CC(C)Cn1c(N)c(C(=O)CSc2nnc(-c3ccco3)n2C)c(=O)n(C)c1=O | i | 0.5
63 | CC(C)Nc1ncnc2c1ncn2[C@H]1CN(C2CCCC2)C[C@@H](CO)O1 | i | 0.9
64 | C=CCNc1oc(-c2cccc(Cl)c2)nc1C#N | i | 1.3
65 | COc1ccc(S(=O)(=O)NCCc2ccccn2)cc1 | i | 2.0
66 | Cc1noc(C)c1S(=O)(=O)N(C)C[C@H]1OCc2cn(nn2)CCCC(=O)N([C@@H](C)CO)C[C@@H]1C | i | 0.3
67 | CCC(C)(C)C1CCc2[nH]nc(C(=O)NCCNC(=O)OC(C)(C)C)c2C1 (configuration not stated) | i | 2.7
68 | O=C(NCc1cccc(F)c1)Nc1nnc([C@H]2C[C@H](O)[C@@H](CO)O2)s1 | i | 0.8
69 | Cc1ccc(S(=O)(=O)N2C[C@H]3C(=O)C[C@@H](c4ccccc4)N(S(=O)(=O)c4ccccc4C)[C@H]3C[C@H]2c2ccccc2)cc1 | i | 1.1
70 | COc1cccc(-c2noc(CCC(=O)N3CCN(c4cc(C)ccc4C)CC3)n2)c1 | i | 0.4
71 | COCCNC(=O)c1ccc(-c2cn[nH]c2)c2ccoc12 | i | 1.3
72 | C=C1C(=O)[C@]23C[C@H]1CCC2[C@@]1(C)C(C[C@@H]3O)[C@](C)(C(=O)OC)CC[C@@H]1OC(C)=O (some centres not stated) | ? | .
73 | C=CC[C@H](CC(=O)N(CCO)Cc1ccccc1)C(=O)N[C@@H](COC(=O)[C@H](CC=C)CC(=O)OC(C)(C)C)Cc1c[nH]c2ccccc12 | i | 1.4
74 | O=C1c2ccccc2/C(=C\c2ccc3[nH]ccc3c2)N1c1ccccc1 | i | 1.9
75 | O=C(NC(=S)Nc1ccc(Cl)cc1)c1cncc(Br)c1 | i | 0.4
76 | CCOc1ccc(OCCC(=O)OCC(=O)Nc2ccc(C)c(S(=O)(=O)N3CCCCC3)c2)cc1 | i | 0.4
77 | COc1cccc(C2=CC(=O)C(C(C)(C)C)N2C(C)(C)C)c1 (configuration not stated) | i | 2.0
78 | Cc1c(NC(=O)C(C)SC(=S)N2CCCC2)c(=O)n(-c2ccccc2)n1C (configuration not stated) | i | 1.8
79 | CC(=O)NC(c1ccco1)c1cc(Cl)c2cccnc2c1O (configuration not stated) | i | 1.2
80 | COc1ccc(S(=O)(=O)N2CCN(C(=O)CCSc3ccccc3)CC2)cc1 | i | 0.8

From no. 79 to 80, copied from above:
item | smiles | Myeloid diff MLP | Myeloid diff MLP GFP+ MAC1+ %
79 | CC(=O)NC(c1ccco1)c1cc(Cl)c2cccnc2c1O (configuration not stated) | i | 1.2
80 | COc1ccc(S(=O)(=O)N2CCN(C(=O)CCSc3ccccc3)CC2)cc1 | i | 0.8

Returning to the listing, starting four compounds before the break.
item | smiles | Myeloid diff MLP | Myeloid diff MLP GFP+ MAC1+ %
77 | COc1cccc(C2=CC(=O)C(C(C)(C)C)N2C(C)(C)C)c1 (configuration not stated) | i | 2.0
78 | Cc1c(NC(=O)C(C)SC(=S)N2CCCC2)c(=O)n(-c2ccccc2)n1C (configuration not stated) | i | 1.8
79 | CC(=O)NC(c1ccco1)c1cc(Cl)c2cccnc2c1O (configuration not stated) | i | 1.2
80 | COc1ccc(S(=O)(=O)N2CCN(C(=O)CCSc3ccccc3)CC2)cc1 | i | 0.8
81 | C[C@H](CO)N1C[C@H](C)[C@@H](CN(C)C(=O)Nc2cc(F)ccc2F)Oc2ncc(-c3cccc(F)c3)cc2C1=O | i | 2.3
82 | NC(=O)c1ccc(NC(=O)COc2cccc3c2CCNC3=O)cc1 | i | 1.1
83 | CC(C)C[C@H]1CN([C@@H](Cc2ccccc2)CN2CCC[C@H]2CN2C(=O)C(=O)NC[C@@H]2Cc2ccc(O)cc2)C(=O)C(=O)N1CC1CCCCCC1 | i | 1.0
84 | OC[C@H]1O[C@H](OCc2ccccc2)[C@H](O[C@@H]2OC[C@@H](O)[C@H](O)[C@H]2O)[C@@H](O)[C@@H]1O | i | 2.2
85 | COc1ccc(N=[N+]([O-])c2ccc(OC)cc2)cc1 | i | 0.7
86 | Cc1ccc(S(=O)(=O)OCCC2=CC(=O)CCN2Cc2ccccc2)cc1 | i | 0.5
87 | COc1cc(C)c(NC(=O)COc2ccc3c(c2)CCC3)cc1OC | i | 0.9
88 | COc1ccc(-c2cc(C(=O)NCc3cccc(Cl)c3)[nH]n2)c(C)c1 | i | 0.9
89 | O=C(COc1ccc([N+](=O)[O-])cc1)Nc1nc(-c2ccccn2)cs1 | i | 2.0
90 | CCCN(CC(=O)Nc1ccccc1C)C(=O)c1sc2ccccc2c1Cl | i | 0.5
91 | O=C(NCCc1ccccc1)C1CCCN1S(=O)(=O)c1ccc(F)cc1 (configuration not stated) | i | 5.6
92 | COc1ccc(OCCCC(=O)OCC(=O)NNC(=O)c2ccc([N+](=O)[O-])cc2)cc1 | i | 0.4
93 | Cc1ccc(C(=O)OCC(=O)NCc2ccc3c(c2)OCO3)cc1S(=O)(=O)N1CCOCC1 | i | 0.2
94 | C[C@H](CO)N1C[C@H](C)[C@@H](CN(C)Cc2ccncc2)Oc2c(NC(=O)CCCCCC(=O)Nc3ccccc3N)cccc2C1=O | i | 0.9
95 | CC[C@@H]1Cc2[nH][nH]c(=O)c2[C@@H](c2ccc(F)cc2)O1 | i | 1.0
96 | CCCCC(=O)N(C)c1c(CC)nc2c(OCc3ccccc3C)cccn12 | i | 1.3
97 | Cc1ccc(NC(=O)CN(C)C(=O)CSc2nnc(C)s2)cc1 | i | 0.8
98 | O=c1n2c(c(O)n1C1CCCCC1)C(c1ccccc1)=Nc1ccccc1C2 | i | 1.9
99 | Cc1ccc(C(=O)OCC(=O)NCc2ccc(F)cc2)o1 | i | 0.8
100 | CCOC(=O)C1(NC(=O)C2(NC(=O)CN3C(=O)c4ccccc4C3=O)CCCC2)CCCC1 | i | 0.7

These rows are one share of the data; count on the stated rates, not on these rows.
